GLP-1R inv ag = inverse agonists of human GLP-1 receptor. AID 624417. Potency, µM (doses to about 38.3 µM), inactives show at the top dose activity change, negative = inhibition, actives largely listed as inhibitors. HEK293 GLP-1R CRE-luciferase, luminescence, 24 h; GLP-1R form is constitutively active. P43220. 410,000 compounds, 1.6% hits; also: potency is read from the fitted curve at half-maximal effect; % is scaled to controls: 0 for no effect and ±100 for the full control effect; nearly all actives have a fitted effect of over 55% in size
Target sequence (P43220 whole entry, looked up): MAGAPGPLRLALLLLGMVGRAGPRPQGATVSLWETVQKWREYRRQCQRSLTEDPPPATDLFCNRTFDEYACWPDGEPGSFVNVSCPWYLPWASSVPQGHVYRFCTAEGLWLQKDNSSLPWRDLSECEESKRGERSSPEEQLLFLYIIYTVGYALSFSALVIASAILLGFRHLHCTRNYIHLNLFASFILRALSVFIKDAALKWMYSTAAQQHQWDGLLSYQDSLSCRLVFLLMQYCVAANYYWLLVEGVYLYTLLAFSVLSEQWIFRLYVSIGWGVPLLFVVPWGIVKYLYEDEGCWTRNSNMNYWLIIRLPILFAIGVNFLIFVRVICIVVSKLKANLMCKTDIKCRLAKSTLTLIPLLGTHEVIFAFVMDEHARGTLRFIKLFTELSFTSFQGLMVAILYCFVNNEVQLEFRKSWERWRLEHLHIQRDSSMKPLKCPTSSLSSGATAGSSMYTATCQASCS
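Inverse agonism was detected as reduced cAMP-driven luciferase luminescence after 24 h compound treatment. The cells were HEK293 clones expressing constitutively active human GLP-1R with the reporter. Reporter-only and GPR119 cell lines served as counterscreen controls.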
TDP43 rescue = rescues yeast growth from TDP-43 toxicity | AID 652104 | TDP-43 expressing yeast growth rescue, BacTiter-Glo, 24 h | 410,000 compounds, 1.8% hits | Potency, µM (doses to about 46.1 µM), inactives show at the highest dose growth rescue (activation), most hits filed as activators; also: potency is read from the fitted curve at half-maximal effect; % of control where 0% means no effect; nearly all actives have a fitted effect of over 50% in size
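Readout is BacTiter-Glo luminescence of cell growth, so inhibitors register as activators. TDP-43-expressing yeast at OD600=0.02 in galactose medium, after raffinose pregrowth to mid-log, were incubated with compound for 24 hr at 30 deg C.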
FUS yeast rescue = suppressors of FUS proteinopathy in yeast; S. cerevisiae FUS-expressing, growth rescue, OD600, 24 h; Potency, µM (top dose mostly 76.6 µM), inactives show top-dose growth rescue (activation), most hits filed as activators; 390,000 compounds, 0.24% hits; AID 1347120;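 also: potency is read from the fitted curve at half-maximal effect; plate controls were DMSO vehicle for no effect and reference control for full effect; nearly all actives have a fitted effect of over 55% in size; some results filed as inactive show a strong effect at the top dose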
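Quantitative HTS measuring growth restoration of FUS-toxic yeast. Galactose-induced cells (OD 0.005) were exposed 24hr at 30C to compounds at several concentrations, then absorbance at 600 nm was recorded.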
pAkt inh = inhibitors of Akt phosphorylation; Neuro2A IGF-stimulated pAkt S473 HTRF, 20 min; stronger effect = lower value; activity change, % for hits at 50 µM; 360,000 compounds, 0.32% hits; AID 651550; in the data active = activity change below about -80%; inconclusive = mostly about -51% to -80%; also: % is scaled to controls: 0 for no effect and ±100 for the full control effect
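Neuro2A cells (4,500/well, DMEM with 0.5% FBS) were treated with compound at a single 50 µM final concentration, stimulated with 6 nM IGF for 20 min at 37 °C, and lysed. Phospho-Akt Ser473 was read by HTRF as 665/615 ratio ×10^4.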
PTHR1 agonist = activates the human parathyroid hormone receptor PTHR1; Q03431; HEK293 GP2 PTHR1 cells, GloSensor cAMP luminescence, 1 h; Potency, µM (top dose mostly 115 µM), for inactives: at the top dose activation, actives largely listed as activators; 410,000 compounds, 0.075% hits; also: potency is read from the fitted curve at half-maximal effect; nearly all actives have a fitted effect of over 55% in size; some results filed as inactive show a strong effect at the top dose; inactives centre near -15; many of its hits are not listed in these tables
Target sequence (Q03431 whole entry, looked up): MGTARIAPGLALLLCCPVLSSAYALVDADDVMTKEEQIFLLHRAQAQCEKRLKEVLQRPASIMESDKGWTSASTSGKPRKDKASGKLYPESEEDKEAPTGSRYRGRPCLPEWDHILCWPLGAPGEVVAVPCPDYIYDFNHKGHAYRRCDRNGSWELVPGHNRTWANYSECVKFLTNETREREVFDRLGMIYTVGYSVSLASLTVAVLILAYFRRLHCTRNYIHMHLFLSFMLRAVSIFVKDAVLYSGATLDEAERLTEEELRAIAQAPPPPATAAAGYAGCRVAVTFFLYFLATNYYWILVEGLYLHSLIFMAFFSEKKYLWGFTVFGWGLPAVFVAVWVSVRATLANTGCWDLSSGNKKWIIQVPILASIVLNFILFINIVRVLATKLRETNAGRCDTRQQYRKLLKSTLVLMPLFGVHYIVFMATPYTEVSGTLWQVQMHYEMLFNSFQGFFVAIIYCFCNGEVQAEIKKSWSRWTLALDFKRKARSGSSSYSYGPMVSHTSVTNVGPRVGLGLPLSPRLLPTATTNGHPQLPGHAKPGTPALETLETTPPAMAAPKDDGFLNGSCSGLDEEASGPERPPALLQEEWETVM
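HEK-293-derived GP2 cells expressing PTHR1 and a GloSensor cAMP reporter, 3,000/well, plated overnight, given luciferin plus IBMX (each 0.5 mM as added) for 1 h at 37 °C, then compound for 1 h at 37 °C. Luminescence was read after 15 min at room temperature.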
GLP1R cytotox = cytotoxic in the GLP-1 receptor inverse agonist counter-screen. 410,000 compounds, 0.13% hits. HEK293 cAMP-luciferase reporter cells, luminescence, 24 h. Potency, µM (highest dose often 38.3 µM), for inactives: top-dose activity change, negative = inhibition, usual class: inhibitors;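 also: loss of luciferase light is scored as toxicity; potency is read from the fitted curve at half-maximal effect; % is scaled to controls: 0 for no effect and ±100 for the full control effect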
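1536-well qHTS counterscreen of the MLSMR; 200 cells/uL, 12 h pre-incubation, 23 nL cpd, 24 h at 37 deg C 5% CO2, luciferase detection reagent, 12 min RT, luminescence. Inhibition = undesired.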
Mm-Cpn inhibitor = inhibitors of Methanococcus maripaludis chaperonin (MmCpn); Potency, µM (titrated, usually from 76.9 µM), for the others: top-dose activity, negative = inhibition, usual class: inhibitors; AID 504842; purified Mm-Cpn ATPase, ADP Transcreener TR-FRET; 330,000 compounds, 0.031% hits; also: potency is read from the fitted curve at half-maximal effect; % is scaled to controls: 0 for no effect and ±100 for the full control effect; nearly all actives have a fitted effect of over 80% in size
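25 nM Mm-CPN + cpd, 10 min 37°C; + 10 uM ATP, 30 min 37°C; buffer 30 mM Tris pH 7.4, 100 mM KCl, 5 mM MgCl2, 1 mM DTT; Transcreener ADP HTRF detection 30 min RT.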
aSyn rescue = alpha-synuclein toxicity inhibition in yeast; Yeast expressing alpha-synuclein, growth rescue, BacTiter-Glo, 24 h; 370,000 compounds, 0.14% hits; Potency, µM (titrated, usually from 46.1 µM), for inactives: at the highest dose growth rescue (activation), hits mostly activators; also: potency is read from the fitted curve at half-maximal effect; % of control where 0% means no effect; nearly all actives have a fitted effect of over 65% in size
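Screening used galactose-induced yeast with toxic alpha-synuclein levels, exposed to compound for 24 hr at 30 deg C. Cell growth, read with BacTiter-Glo luminescence, gave the measured signal.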
Abeta rescue = compounds reversing amyloid beta toxicity in yeast | yeast expressing A-beta42, growth rescue, OD600, 48 h; response scale: 0% DMSO, 100% iron-clioquinol control | 410,000 compounds, 0.063% hits | AID 1347071 | Potency, µM (titrated, usually from 46.1 µM), for inactives: top-dose growth rescue, actives largely listed as activators; also: potency is read from the fitted curve at half-maximal effect; nearly all actives have a fitted effect of over 55% in size
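Growth rescue measured by 600 nm absorbance after 48 h yeast culture at 30 C with compound. Values normalized between DMSO and an equimolar ferric chloride plus clioquinol control.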
The depositor's hits bear a star; i = inactive; ? = inconclusive; . = not tested or not shown; & = joins results of further samples; [ ] = another dose, or the depositor's remark. Unless noted, calls follow the shape of the dose curve; as a rule, active = well fitted curve in the direction sought with a large enough effect; inconclusive = small, poorly fitted or top-dose-only effect, or another doubt; inactive = no such curve, though single readings can be large; an effect the other way counts as inactive or inconclusive. This is a subset; count on the stated rates, not on these rows.

SMILES | GLP-1R inv ag | TDP43 rescue | FUS yeast rescue | pAkt inh | PTHR1 agonist | GLP1R cytotox | Mm-Cpn inhibitor | aSyn rescue | Abeta rescue
CC1C(=O)N2CCCc3cc(NC(=O)c4ccccc4F)cc1c32 (configuration not stated) | 32% | -28% | 9% | i | -20% | 18% | 0% | 3% | -1%
CCN(CC)Cc1c(O)ccc2c([N+](=O)[O-])c(C)n(-c3ccc(OC)cc3)c12 | ? | 17% | 39% | i | -77%[inhibitor] | -29% | 0% | 9% | 9%
CCn1ncc(C2=NOC(C(=O)Nc3ccc4c(c3)OCO4)C2)c1C (configuration not stated) | 58%[activator] | -5% | 9% | i | i | -14% | 1% | 4% | 11%
COCCCNC(=O)c1c(NC(=O)c2cc(=O)c3cc(C)c(C)cc3o2)sc2c1CCCC2 | 3% | -1% | -23% | . | i | 0% | . | . | -9%
CCc1cnc2c(c1SCC(=O)NCc1ccc(F)cc1)c(=O)n(C)c(=O)n2C | 1% | 0% | -10% | . | i | 5% | . | . | -18%
CC1CCCCN1C(=O)c1ccccc1OC1CCN(S(C)(=O)=O)CC1 (configuration not stated) | 5% | -6% | -8% | i | -22% | -4% | -4% | 0% | 12%
Nc1nonc1-c1nc2ccccc2n1Cc1ccccc1 | ? | 2% | 3% | i | i | -24% | -5% | 0% | -9%
COc1ccc(OCC(=O)Nc2ccc(N3CCOCC3)c(Cl)c2)cc1 | -24% | 6% | 14% | i | -9%[57.5 µM] | -16% | 0% | 10% | 7%
COC(=O)C1=C(C)NC(=O)NC1c1ccc2ccccc2c1 (configuration not stated) | 15% | -12% | 11% | i | -63%[inhibitor] | 20% | 0% | -4% | 11%
CCCCCn1c(N)c(-c2nc3ccccc3s2)c2c([N+](=O)[O-])nn(CC)c(=O)c21 | 5% | -12% | 14% | i | ? | 6% | -6% | 3% | -13%
Cc1oc(-c2cccc(Cl)c2)nc1CS(=O)(=O)CC(=O)NCCCN1CCOCC1 | 4% | 12% | -14% | i | i | ? | -3% | 1% | 4%
CCOC(=O)c1c(C)n(-c2ccccc2)c2ccc(OCCN(C)C)cc12 | ? | -1% | 4% | i | -25% | -30% | -1% | -2% | -2%
COc1ccc(CN(C)c2ccc(-c3nc(-c4ccccc4)no3)cc2[N+](=O)[O-])cc1 | 15% | 11% | 0% | . | -13% | 7% | . | . | -7%
CCCOc1cccc(C(=O)NC(=S)Nc2ccccc2)c1 | 10% | ? | . | i | i | -12% | 4% | -2% | 13%
CCN(CC)C(=O)c1ccc(-c2nnc(Nc3ccc(C(=O)N(C)C)cc3)c3ccccc23)cc1 | -18% | 23% | 6% | i | i | ? | -6% | 2% | 6%
CC(C)NC(=O)Nc1cccc2c1O[C@H](CN(C)S(C)(=O)=O)[C@@H](C)CN([C@H](C)CO)C2=O | 3% | 7% | -8% | i | i | 3% | -1% | -1% | 1%
CCOCCn1ccc2c(OCC(=O)NCCc3ccc(OC)c(OC)c3)cccc2c1=O | 31% | 6% | -9% | i | 0% | 2% | 0% | -2% | 6%
CSc1nc2c(c(=O)[nH]1)C(c1cccc(Cl)c1Cl)CC(=O)N2 (configuration not stated) | 30% | 20% | -3% | i | -4% | -4% | 0% | -4% | -16%
O=C(CCOc1ccccc1)Nc1cccc(S(=O)(=O)Nc2ccccc2Cl)c1 | ? | 19% | 14% | i | -44%[inhibitor] | -5% | -1% | 3% | 13%
COc1cc(S(=O)(=O)N(C)C)ccc1F | 5% | 9% | 14% | i | i | 6% | -2% | -5% | -1%
Cc1ccc(-n2nc(C(=O)Nc3ccc(Br)cc3C)c(=O)n(C)c2=O)cc1 | 1% | 0%[9.22 µM] | -27% | . | -16% | -2% | . | . | -17%
COc1cc(CNC2CCCCCCC2)ccc1OCC(N)=O | -22% | 8% | -13% | i | -21% | -11% | -1% | 0% | -2%
COc1ccc(-c2nnn(Cc3ccccc3F)n2)cc1 | ? | 8% | 21% | i | i | -4% | 0% | 0% | -7%
COc1ccc(NC(=O)C/C(C)=N/NC(=O)C(=O)Nc2cccc(Cl)c2C)c(OC)c1 | 27% | -10%[0.397 µM] | 17% | i | -9% | -4% | 0% | 1% | 2%
CN(C)c1ccc(C(CNS(=O)(=O)c2ccc(Cl)cc2)N2CCOCC2)cc1 (configuration not stated) | -14% | -11% | 0% | . | -19% | -2% | . | . | -16%
COc1ccc2c(c1)c1ncn(CCN3CCCCC3)c(=O)c1n2C | 65%[activator] | -5% | 12% | i | -10%[57.5 µM] | -6% | -1% | 2% | 8%
C=C1c2ccccc2S(=O)(=O)N(Cc2ccccc2)C1COCc1ccccc1 (configuration not stated) | ? | 5% | 1% | i | -4% | 8% | 0% | -4% | -4%
O=C(Nc1ccc(F)cc1Cl)C1CCN(C(=O)Nc2ccccc2)CC1 | -24% | 19% | 16% | i | i | 2% | 1% | 1% | 5%
CC(Oc1ccc(F)cc1)C(=O)Nc1cc(Cl)ccc1-n1cncn1 (configuration not stated) | 4% | 10% | 16% | i | i | -3% | -4% | 13% | -3%
CCCSc1ncc(Cl)c(C(=O)Nc2c(C(=O)c3ccc(C)cc3)oc3ccccc23)n1 | 3% | 0% | -29% | . | -15% | 1% | . | . | -6%
CCOC(=O)N/N=C(\C)c1ccc(Br)cc1 | 34%[activator] | -15% | 1% | i | i | -8% | 2% | -3% | -3%
COc1ccccc1CNC(=O)CCCCn1c(=O)c2ccccc2n(CC(=O)Nc2c(C)cc(C)cc2C)c1=O | 9% | ? | 0% | . | -3% | -5% | . | . | -10%
COc1ccc(OCc2cc(C(=O)NC(C)Cc3ccccn3)no2)c(Cl)c1 (configuration not stated) | ? | 5% | 6% | i | -22% | 1% | 0% | 0% | 7%
CCCN1CCN(C(=O)c2ccc(F)c(S(=O)(=O)N3CCOCC3)c2)CC1 | -8% | 13% | -10% | i | i | -3% | 0% | 0%[1.84 µM] | 5%
N#CCc1ccc(NC(=O)Nc2cccc3ccccc23)cc1 | -7% | 17% | -4% | i | i | 0% | -1% | 0% | -8%
Cc1ccn2c(c1)nc(=O)c1cc(S(=O)(=O)N3CCCCC3)ccc12 | 29%&-4% | 8%&4% | 6%&2% | i | i | -3%&-3% | 0% | 1% | -4%&-8%
COc1ccc(C(=O)N2CCN(C(=O)c3ccncc3)CC2)cc1 | 49%[activator] | -18% | -5% | i | -5%[57.5 µM] | 0% | 1% | 2% | 2%
O=C(NCCCCc1ccccc1)C12CN(Cc3ccccc3)CC1C(c1ccc([N+](=O)[O-])cc1)=NO2 (configuration not stated) | ? | -10% | 34% | i | -37%[inhibitor] | 10% | 1% | 1% | -2%
CCCn1c(C(C)Nc2nc(-c3cccc(Br)c3)cs2)nc2ccccc21 (configuration not stated) | ? | ? | 0% | i | 0% | -25% | 0% | 5% | 11%
COc1cccc(CN(C)C(=O)CCN=C2NS(=O)(=O)c3ccccc32)c1 | -3% | -6% | -20% | i | -32%[inhibitor] | -1% | 1% | -2% | 24%
Cn1c(C(=O)OC(C(=O)NC2CCCCC2)c2ccccn2)cc2sccc21 (configuration not stated) | -21% | 8% | 22% | i | -16% | -12% | -8% | 4% | 7%
CCc1ccc(NC(=O)C(=O)NCC(c2ccc3c(c2)OCO3)N2CCN(C)CC2)cc1 (configuration not stated) | 13% | 22% | 19% | . | i | -4% | . | . | 14%
Cc1cccc(C)c1OCC(=O)N/N=C/c1ccncc1 | ? | 6% | 1% | i | 8% | ? | 1% | -5% | 0%
COc1cc2c(cc1OC)C1=C(C#N)CN(C3CCCCC3)CN1CC2 | 54%[activator] | 18% | 8% | i | i | -21% | 2% | 0% | -1%
COc1cccc(NC(=O)C23CCC(C)(C(=O)O2)C3(C)C)c1 (configuration not stated) | 13% | 9% | 10% | i | i | -15% | 3% | 4% | 15%
COc1cc2c(cc1OC)CN(C(=O)COc1ccccc1[N+](=O)[O-])CC2 | 12% | 13% | 14% | i | -6% | -8% | 2% | 3% | 10%
CCn1ccc2cc(S(=O)(=O)N3CCCN(C(=O)Nc4ccc(C)c(F)c4)CC3)ccc21 | ? | 12% | ? | . | -3% | -12% | . | 7% | 5%
Cc1cc[n+](-c2[nH]c(=O)sc2/C=N/NC([S-])=Nc2ccccc2)cc1 | -21% | -2% | . | i | -74% | -6% | -1% | 1% | -21%
CCOc1ccc(N(CC(=O)N2CCOCC2)S(=O)(=O)c2ccc(Cl)cc2)cc1 | -35% | -17% | ? | i | -4% | -9% | 2% | 2% | -5%
O=C(NC1CCN(S(=O)(=O)c2ccccc2)CC1)c1cccc(F)c1 | 10% | 5% | -8% | i | -9% | 5% | 0% | 4% | -6%

For reference, some entries already given:
SMILES | GLP-1R inv ag | TDP43 rescue | FUS yeast rescue | pAkt inh | PTHR1 agonist | GLP1R cytotox | Mm-Cpn inhibitor | aSyn rescue | Abeta rescue
Cn1c(C(=O)OC(C(=O)NC2CCCCC2)c2ccccn2)cc2sccc21 (configuration not stated) | -21% | 8% | 22% | i | -16% | -12% | -8% | 4% | 7%
CCc1ccc(NC(=O)C(=O)NCC(c2ccc3c(c2)OCO3)N2CCN(C)CC2)cc1 (configuration not stated) | 13% | 22% | 19% | . | i | -4% | . | . | 14%
Cc1cccc(C)c1OCC(=O)N/N=C/c1ccncc1 | ? | 6% | 1% | i | 8% | ? | 1% | -5% | 0%
